Assay outcomes as filed in PubChem.
RBX1-CUL1 inh: blocks human RBX1-Cullin-1 di-ubiquitin formation. P62877+Q13616. in vitro K48 di-Ub FRET, acceptor:donor ratio, 45 min. inhibition, % at 10 µM. hit rate 0.6% among 140,000; in the data active means inhibition above about 25%
Target sequence (P62877 whole entry, looked up): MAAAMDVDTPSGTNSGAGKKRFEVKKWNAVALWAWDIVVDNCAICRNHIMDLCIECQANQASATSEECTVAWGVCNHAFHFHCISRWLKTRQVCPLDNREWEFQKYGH
Target sequence (Q13616 whole entry, looked up): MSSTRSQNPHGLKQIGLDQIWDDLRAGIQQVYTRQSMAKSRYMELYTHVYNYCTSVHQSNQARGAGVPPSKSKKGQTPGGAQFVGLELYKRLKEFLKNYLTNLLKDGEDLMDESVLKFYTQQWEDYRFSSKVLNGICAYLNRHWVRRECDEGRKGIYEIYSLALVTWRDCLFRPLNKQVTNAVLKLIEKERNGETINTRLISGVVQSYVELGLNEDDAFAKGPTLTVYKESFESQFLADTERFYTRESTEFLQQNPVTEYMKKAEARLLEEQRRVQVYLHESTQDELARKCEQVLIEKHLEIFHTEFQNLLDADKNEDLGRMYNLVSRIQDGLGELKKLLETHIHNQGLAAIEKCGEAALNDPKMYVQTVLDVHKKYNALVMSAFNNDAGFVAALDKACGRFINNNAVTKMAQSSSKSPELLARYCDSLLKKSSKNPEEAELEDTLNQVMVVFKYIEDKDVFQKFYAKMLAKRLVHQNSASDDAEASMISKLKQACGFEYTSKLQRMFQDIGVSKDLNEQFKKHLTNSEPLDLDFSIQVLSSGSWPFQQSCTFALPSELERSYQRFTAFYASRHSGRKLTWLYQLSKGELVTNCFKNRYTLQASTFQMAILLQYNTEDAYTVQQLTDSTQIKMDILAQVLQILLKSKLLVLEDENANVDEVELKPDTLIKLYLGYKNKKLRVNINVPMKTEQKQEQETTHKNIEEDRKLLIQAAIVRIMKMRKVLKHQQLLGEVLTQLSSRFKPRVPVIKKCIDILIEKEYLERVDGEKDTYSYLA
* hit, by the source's call. An excerpt; the hit share may differ from the screen's.

entry	mol	RBX1-CUL1 inh
1	CCC(=O)N[C@@H]1c2ccccc2C2(CCN(Cc3cc(C)cc(C)c3)CC2)[C@H]1OCCOC	-2.4
2	O=C(c1cc(-c2cn[nH]c2)nc2ccc(Cl)cc12)N1CCCOCC1	11.5
3	CCCCN(C)C(=O)C1CCCN(c2nc(C)c3ccc(S(C)(=O)=O)cc3n2)C1 (stereo not given)	6.5
4	COc1cc(S(=O)(=O)Nc2cccnc2)c(OC)cc1Cl	1.0
5	Cc1ccc(C(=O)Nc2sc3c(c2C(=O)NCc2ccco2)CCC(C(C)(C)C)C3)cc1 (stereo not given)	-3.9
6	COc1ccc2[nH]c3c(c2c1)CCNC31CCOCC1	-1.2
7	COc1ccc(S(=O)(=O)Nc2ccc(F)cc2F)c(Cl)c1Cl	9.3
8	COc1ccc(CNC(=O)c2cc3c(=O)n(Cc4ccco4)ccc3nc2C)c(OC)c1	-7.4
9	COc1cc(N=Cc2cc3c(cc2[N+](=O)[O-])OCO3)cc(OC)c1	4.3
10	CCC(C(=O)Nc1cccc(Cl)c1C)n1nc(C)c2sc3ccccc3c2c1=O (stereo not given)	2.6
11	C/C=C/CN1N=C(C)Cn2c1nc1c2c(=O)n(CC)c(=O)n1C	-7.2
12	CCCCCOc1ccc(NC(=O)Cn2c(-c3cncs3)nc3ccccc32)cc1	-2.3
13	CC(=O)Nc1ccc(S(=O)(=O)NNC(=O)c2ccc(-c3ccccc3)cc2)cc1	-1.9
14	CC(C)(CN1CCOCC1)CN1CC[C@@H](N2CCCCCC2)[C@H](O)C1	12.4
15	CCc1n[nH]c2c1CN(C(=O)CN1CC(c3ccccc3)CC1=O)CC2 (stereo not given)	-7.2
16	Cc1cc(C)nc(NC(=NCCC(C)C)NS(=O)(=O)c2ncn[nH]2)n1	-3.0
17	Cc1cc(C(=O)N=C2C(=O)N3C=CC=CC3=NC2C)ccc1[N+](=O)[O-] (stereo not given)	3.8
18	CN=C1S/C(=C\c2ccc(Sc3ccc(Cl)cc3)o2)C(=O)N1C	-9.2
19	Cc1ccc(C(=O)Nc2nc(C)cc(C)n2)cc1	-12.3
20	COc1ccc(N2CCN(C(=O)C(C)Oc3cccc(C)c3)CC2)cc1 (stereo not given)	0.2
21	COC(=O)C(NC(=O)c1cccc(Cl)c1)(Nc1ccc(Br)cn1)C(F)(F)F (stereo not given)	3.1
22	C=CCn1c(SCc2ccc(F)cc2)nnc1-c1cnccn1	1.2
23	CC1CN(C(NC(=O)c2cccc(Cl)c2)C(Cl)(Cl)Cl)CC(C)O1 (stereo not given)	13.6
24	CCc1nn2c(=O)cc(COC(=O)C3CCCCC3)nc2s1	5.5
25	O=C(Nc1cnn(-c2ccc(C(=O)N3CCC(Oc4cccnc4)CC3)cc2)c1)c1ccoc1	8.3
26	COc1ccc(OC(=O)C(C)C)cc1	2.6
27	CCOC(=O)c1cccc(NC(=O)c2ccccc2F)c1	-0.2
28	CCCCN(C)C(=O)C1CCC(CNS(=O)(=O)c2ccc3c(c2)CC(C)N3C(C)=O)CC1 (stereo not given)	-8.4
29	O=C(NCC(c1cccnc1)N1CCc2ccccc21)c1cccc(F)c1 (stereo not given)	5.4
30	COc1ccc(NC2CCCN(C(=O)CCc3c(C)noc3C)C2)cc1 (stereo not given)	-7.5
31	CC(=O)Nc1ccc2c(c1)C(O)Cc1ccccc1S2 (stereo not given)	-4.2
32	CCOC(=O)c1cccc(NC(=O)CSc2ncc3c(n2)-c2ccc(Cl)cc2N(Cc2ccccc2)S3(=O)=O)c1	-9.7
33	CCn1cc(S(=O)(=O)c2ccccc2)c(=O)c2cc(C)ccc21	-0.2
34	CCS(=O)(=O)c1ncc(CN2CCC(C(=O)N3CCCC3)CC2)n1Cc1ccccc1	13.7
35	CCOC(=O)c1oc2cccc(Oc3ncccc3C#N)c2c1C	-6.0
36	COc1ccccc1C(=O)Nc1cc(-c2cccc(Br)c2)nn1-c1ccccc1	5.6
37	O=C(CCCc1cccs1)N1CCOc2ccc(C(O)C(c3ccccc3)c3ccccc3)cc2C1 (stereo not given)	-1.6
38	CC(/C=C/c1ccc2c(c1)OCO2)=N\NC(=O)COc1ccccc1C	-8.7
39	COc1ccc(CCNC(=O)c2ccc3nc(Cc4ccccc4)oc3c2)cc1OC	1.7
40	CCN(CCn1cccn1)C(=O)C1CCC(=O)N(CCCc2ccccc2)C1 (stereo not given)	-3.3
41	CCn1cc(C(=O)N2CCN(c3cccc(Cl)c3)CC2)c(=O)c2cc(S(=O)(=O)N3CCCCC3)ccc21	10.8
42	Cc1ccc(-c2nnc3sc(-c4cccs4)nn3c2=O)cc1	-0.8
43	O=[N+]([O-])c1ccc(N/N=C/c2cccs2)nc1	0.8
44	Cc1nn(C(=O)c2ccccc2)c(C)c1Sc1ccc([N+](=O)[O-])cc1	-3.3
45	C/C(=N\NC(=O)CN1CCN(c2ccc(F)cc2)CC1)c1cccs1	-2.8
46	Cc1ccsc1CN1CCOc2ccc(CN3CCC(Oc4cccnc4)CC3)cc2C1	-3.6
47	Cc1cccc(NC(=O)CSc2nc3c([nH]c4ccccc43)c(=O)n2-c2cc(C)cc(C)c2)c1	-0.5
48	C=CCNC(=O)c1cc(-c2ccccn2)nc2ccccc12	1.7
49	COC(=O)c1cc(S(=O)(=O)N2CCN(c3ccc(OC)cc3)CC2)c[nH]1	-1.3
50	COc1ccccc1C(=O)Nc1ccc2c(c1)C(=O)N(CC(C)C)C2=O	-6.7
51	O=C(OCc1cc(=O)n2nc(-c3cccs3)sc2n1)c1cccc(F)c1	-5.8
52	Cc1cc(N2C(=O)C(=O)C(C(=O)c3ccc(Cl)cc3)C2c2ccc(C(C)(C)C)cc2)no1 (stereo not given)	-3.6
53	COc1ccc(CSc2nc3ccncc3n2CC(=O)Nc2cc(C)cc(C)c2)cc1	4.7
54	COc1ccc2c(Cl)c(C(=O)Nc3ccc(S(=O)(=O)N4CCCC4)cc3)sc2c1	0.1
55	Cc1nonc1CC(=O)N1CCCC(Nc2ccc3c(c2)OCCO3)C1 (stereo not given)	-3.3
56	O=c1c2c3ccccc3nn2c(=O)c2c3ccccc3nn12	5.7
57	CCOC(=O)c1cc(-c2ccccc2)n(CCC(=O)Nc2cc(OCC)ccc2OCC)c1C	6.7
58	COc1cc(/C=N/Nc2nnc3c(n2)[nH]c2ccccc23)ccc1OCCO	9.8
59	Cc1ccc(CSc2nc3ccc(NC(=O)C(C)C)cc3s2)cc1	-7.1
60	Cc1ccc(NC(=O)c2ccc(Br)cc2)c(C(=O)c2ccccc2)c1	-3.7

Retrieved by structure from above (3):
entry	mol	RBX1-CUL1 inh
58	COc1cc(/C=N/Nc2nnc3c(n2)[nH]c2ccccc23)ccc1OCCO	9.8
60	Cc1ccc(NC(=O)c2ccc(Br)cc2)c(C(=O)c2ccccc2)c1	-3.7
59	Cc1ccc(CSc2nc3ccc(NC(=O)C(C)C)cc3s2)cc1	-7.1

Additional compounds follow:
entry	mol	RBX1-CUL1 inh
61	O=C(Nc1nc2ccccc2s1)C(Cc1ccccc1)N1C(=O)c2ccccc2C1=O (stereo not given)	-5.9
62	O=C(c1cccc(Cl)c1Cl)N1CCN(c2ccc(F)cc2)CC1	-1.3
63	Cc1cccc(OCC(=O)Nc2c(C(=O)Nc3ccc(F)cc3)oc3ccccc23)c1	-9.1
64	O=C1CC2C(C(=O)O)C3CCC2(CO1)O3 (stereo not given)	-4.8
65	CC(C)C1Cc2c(sc3nc(SCC(=O)Nc4ccccc4)nc(N)c23)CO1 (stereo not given)	-2.0
66	CCc1noc(C)c1C(=O)NC(C)C	-2.5
67	O=C(O)c1ccc(Sc2ccccc2C(=O)O)cc1	2.3
68	Cc1c(C(C)NC(=O)c2ccc(=O)n(C)n2)cnn1-c1ccccn1 (stereo not given)	8.3
69	Nc1c(C(=O)Nc2ccccc2I)sc2nc3c(cc12)CCC3	-3.7
70	O=C(NCCCCc1ccccc1)C1CC1	-10.5
71	COC(=O)c1nn(-c2ccc(Cl)cc2)cc1C#N	-11.5
72	COCCC(=O)Nc1ccc2c(c1)CN(Cc1cc(CC(C)C)n[nH]1)CC2	2.6
73	Cc1ccc(/C=C\c2ccc3ccccc3c2)cc1	-5.9
74	Cc1ccc(NC(=O)Cn2c(=O)n(Cc3nc(-c4ccccc4)no3)c(=O)c3cc4c(cc32)OCO4)cc1C	-6.6
75	CC(C)(C)C1CCc2c(sc(NC(=O)c3cccs3)c2C(=O)N2CCCCC2)C1 (stereo not given)	5.9
76	COC(=O)c1c(C(=O)OC)c2c3ccccc3cnn2c1N	6.9
77	COc1ccc(C(=O)N2C=CC=CC(=O)N2)cc1	-5.5
78	COCC(=O)Nc1ccccc1C(=O)NC(C)C	-13.1
79	O=C(Nc1ccc(-c2cn3cccnc3n2)cc1)c1ccccc1Cl	6.9
80	CCOC(=O)c1cnc2c(C)cc(Cl)cc2c1N1CCN(Cc2ccccc2)CC1	-3.2
81	CN(C)CCNC(=O)c1ccc(-n2c(-c3ccccc3)cc3c2CCCCC3)cc1	-3.7
82	CC(=O)Nc1ccc(NC(=O)C(F)(F)F)cc1	-13.8
83	O=C(c1ccoc1)N1CCCC(CO)(CCOc2ccccc2)C1 (stereo not given)	-0.6
84	CCN(Cc1cnc[nH]1)CC1CCCN(CCc2cccc(F)c2)C1 (stereo not given)	0.5

A different layout for some results above:
(3) CCCCN(C)C(=O)C1CCCN(c2nc(C)c3ccc(S(C)(=O)=O)cc3n2)C1 (stereo not given)
  RBX1-CUL1 inh: 6.5

(4) COc1cc(S(=O)(=O)Nc2cccnc2)c(OC)cc1Cl
  RBX1-CUL1 inh: 1.0

(continued)
entry	mol	RBX1-CUL1 inh
85	COc1ccc(CCNC(=O)CSc2nnnn2-c2cccc(C(C)=O)c2)cc1OC	1.0
86	Cc1nc(SCc2cccnc2)c(C#N)cc1C(=O)O	-0.4
87	CC(C)c1ccc(S(=O)(=O)c2cn(CC(=O)Nc3ccc(F)cc3)c3ccccc3c2=O)cc1	-8.2
88	CC1CCC(C(C)C)c2c1cnn2-c1ccccc1 (stereo not given)	-2.8
89	O=C(NCCOCCn1c(=O)oc2ccccc21)Nc1ccc(Cl)cc1	12.5
90	Cc1cc(C)nc(NC(=O)c2cccc3ccccc23)c1	-6.2
91	Cc1ccc(Cl)cc1N1CCN(S(=O)(=O)c2ccc3oc(=O)c4ncn(C)c4c3c2)CC1	-4.1
92	CCOC(=O)C1=C(C)N=c2s/c(=C/c3ccc(Sc4nc5ccccc5s4)o3)c(=O)n2C1c1ccc(F)cc1 (stereo not given)	-2.7
93	COc1ccc(-c2cc(-c3ccccc3)c(C#N)c(SCC(=O)O)n2)cc1	-7.0
94	CCCOc1cc(S(=O)(=O)NCC2CCCO2)ccc1Cl (stereo not given)	9.8
95	Fc1ccccc1COc1ccc(Br)cc1CNCc1cccnc1	4.1
96	Cc1ccccc1-c1ccnc2c1c(=O)n(C)c(=O)n2C	-5.1
97	O=C(OCC(=O)c1cccc2ccccc12)c1cc2ccccc2cc1O	8.4
98	Cc1ccc(N2CC(C(=O)Nc3nccs3)CC2=O)c(C)c1 (stereo not given)	9.5
99	Fc1ccc(-n2nnnc2-c2cnc(-c3cccs3)nc2C(F)(F)F)cc1	-1.4
100	COc1cc(NC(=O)NCCn2nnc3cc(S(=O)(=O)N(C)C)ccc32)cc(OC)c1OC	-5.5
101	Cc1cccc(N2CCN(C(=O)Cn3c(=O)c4cccn4c4ccc(F)cc43)CC2C)c1 (stereo not given)	-9.3
102	C=CCN1C(=O)C(CC(=O)Nc2ccc(F)cc2)SC1=NS(=O)(=O)c1ccc(C)cc1 (stereo not given)	-4.5
103	c1ccc(-c2cc3c(ncn4c(-c5ccccc5)nnc34)s2)cc1	14.1
104	Cc1ccc(-n2nc3c(=O)n(CCCC(=O)NCc4ccc(F)cc4)nc(C)c3c2C)cc1	2.3
105	CCN(CC)c1ccc(/C=C2\N=C(SC)SC2=O)cc1	11.3
106	O=c1oc2c(CN3CCN(CCO)CC3)c(O)ccc2cc1-c1ccccc1	10.7
107	Cc1sc2ncnc(SCc3ccco3)c2c1C	-13.4
108	O=C1/C(=C/c2ccc([N+](=O)[O-])o2)SC(=Nc2ccccc2)N1c1ccccc1	2.4
109	O=C(c1ccco1)N1CCN(S(=O)(=O)c2ccc(F)cc2)CC1	10.3
110	CC(C)=CCNS(=O)(=O)c1ccc(C)cc1	-14.6
111	Cc1cc(C(F)F)nn1CC(=O)NCc1ccc(Cl)cc1Cl	-9.8
112	CC12CCC(C(=O)Nc3cccc4ccccc34)(C(Br)C1=O)C2(C)C (stereo not given)	-2.0
113	OCn1nnn(-c2ccccc2)c1=S	3.4
114	CCc1ccc(N=C2NC(=O)/C(=C\c3cc(Cl)c(OCC#N)c(OC)c3)S2)cc1	7.7
115	COc1ccc(C(=O)NCc2ccccc2)c(OC)c1	-7.0
116	Cc1ccc(NCN2C(=O)C3CC(Br)C(Br)CC3C2=O)cc1C (stereo not given)	7.8
117	CCOC(=O)N1CCC(NC(=O)c2ccc3c(c2)N(Cc2cc(C)ccc2C)C(=O)c2ccccc2S3(=O)=O)CC1	-8.3
118	COc1ccc(NC2CCCN(C(=O)CN3CCOC3=O)C2)cc1 (stereo not given)	-5.1
119	CCCn1c(=O)c2sccc2n2c(CCCC(=O)Nc3ccc(Oc4ccc(Cl)cc4)cc3)nnc12	-6.6
120	COc1ccc(Cl)cc1C(=O)N1CCCCCCC1	-0.2
121	CC1=NN(c2ccc(Br)cc2C)C(=O)C1C=Nc1c(C)nn(-c2ccc(C)c(C)c2)c1C (stereo not given)	-3.5
122	COc1cccc(-c2ccc3c(N)c(C(=O)Nc4cccc(C(F)(F)F)c4)sc3n2)c1	-6.4
123	O=S(=O)(Cc1ccccc1F)N1CCN(Cc2ccccc2)CC1	4.4

Laid out differently: two of the compounds above
121) CC1=NN(c2ccc(Br)cc2C)C(=O)C1C=Nc1c(C)nn(-c2ccc(C)c(C)c2)c1C (stereo not given)
- RBX1-CUL1 inh = -3.5

122) COc1cccc(-c2ccc3c(N)c(C(=O)Nc4cccc(C(F)(F)F)c4)sc3n2)c1
- RBX1-CUL1 inh = -6.4
